Source: PubChem BioAssay
EBI2 antag – EBI2 (human) antagonism. P32249. EBI2 beta-arrestin recruitment, luminescence, 7a,25-OHC stimulated. inhibition, % at 5 µM. 360,000 compounds, 0.81% hits. AID 651636; in the data active means inhibition above about 38%;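 further: enzyme fragment complementation signal reports receptor beta-arrestin coupling in cells; 0% = agonist plus DMSO wells and 100% = wells without agonist; some results beyond the cut were filed as inactive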
UPR CHOP act – activators of apoptotic arm of unfolded protein response (CHOP). AID 449763. CHO-CHOP luciferase reporter, UPR activation, luminescence; percent of tunicamycin response over DMSO baseline. 330,000 compounds, 0.34% hits. activation, % at 10 µM;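 active means at 10 µM dose, activation of 40% or more, normalized to positive control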;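 further: 100% = tunicamycin at 10 µg/mL and 0% = DMSO alone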
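Test system: CHO-CHOP cells, stable luciferase reporter of PERK-eIF2a-CHOP signalling | Quantity: 500 CHO-CHOP cells per well | Buffer or medium: F12 plus 10% serum | Compound dosing: 10 µM single point, 0.5% DMSO | Schedule: 6 h compound treatment, 37 °C | Signal: Luciferase luminescence | Control set: Tunicamycin high control, DMSO low control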
UPR XBP1 act – adaptive UPR (XBP1) activation; CHO-XBP1 luciferase reporter, IRE1-XBP1 UPR activation, luminescence; percent of tunicamycin response, DMSO as zero; activation, % at 20 µM; 330,000 compounds, 0.33% hits; AID 463104;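 active means versus positive control, 20 µM dose yields 30% or more activation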;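 further: 100% = tunicamycin at 10 µg/mL and 0% = DMSO only wells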
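Material: CHO-XBP1 cells stably carrying IRE1-XBP1-driven luciferase reporter | Medium: F12 with 10% serum | Compound dosing: 20 µM single concentration, DMSO 1% | Incubation: Overnight seeding at 37 °C, 6 h compound treatment at 37 °C | Detection: Steady-Glo luminescence read | Read-out basis: % activation of reporter signal versus tunicamycin and DMSO controls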
APJ antag – antagonists of human APJ apelin receptor | CHO-K1 APJ beta-arrestin complementation, luminescence | 330,000 compounds, 0.32% hits | P35414 | inhibition, % at 20 µM;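 active means inhibition above about 40% at 20 µM, limit read from the data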;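 further: cells challenged with 10 nM apelin-13 agonist together with compound; plate controls were apelin-13 plus DMSO wells for no effect and DMSO wells lacking apelin-13 for full effect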
Target sequence (P35414 whole entry, looked up): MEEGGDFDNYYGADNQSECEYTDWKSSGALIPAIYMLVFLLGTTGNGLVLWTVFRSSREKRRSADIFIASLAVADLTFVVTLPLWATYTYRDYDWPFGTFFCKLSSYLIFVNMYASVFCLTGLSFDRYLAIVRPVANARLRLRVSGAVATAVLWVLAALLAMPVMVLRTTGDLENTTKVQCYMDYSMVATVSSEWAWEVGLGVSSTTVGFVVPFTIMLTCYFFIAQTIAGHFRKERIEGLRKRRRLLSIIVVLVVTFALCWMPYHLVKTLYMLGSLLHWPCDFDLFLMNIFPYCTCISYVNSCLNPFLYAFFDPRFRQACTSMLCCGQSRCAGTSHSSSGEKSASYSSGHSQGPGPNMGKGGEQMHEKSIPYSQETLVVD
APJ ag – agonists of human APJ apelin receptor; 330,000 compounds, 0.11% hits; CHO-K1 APJ PathHunter beta-arrestin, luminescence; 0% DMSO wells, 100% apelin; activation, % at 20 µM;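 active means activation more than six SD over the plate average, tested at 20 µM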;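 further: 0% = DMSO alone and 100% = apelin-13 at 10 nM; some results filed as inactive read as strong as hits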
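Assay system: engineered CHO-K1 APJ arrestin reporter cells; Amount: 1000 CHO-K1 reporter cells seeded per well; Dosing: one dose, 20 µM compound, 1% DMSO; Times: compound stimulation 90 min at 25 °C, detection 60 min; Measured by: luminescent beta-gal fragment complementation, chemiluminescent substrate; Read-out: APJ–arrestin association signal; Controls: DMSO vs Apelin-13 10 nM.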
tim23-1 inh – inhibits growth of tim23-1 mutant yeast; S. cerevisiae tim23-1 growth, BacTiter-Glo luminescence, 24 h; inhibition, % at 20 µM; 330,000 compounds, 1.3% hits; AID 463212;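 active means growth inhibition of the mutant yeast at or above 50%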;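 further: temperature-sensitive mutant grown at 25 °C; plate controls were DMSO-treated mutant yeast for no effect and medium wells lacking yeast for full effect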
CXCR6 inh – blocks human CXCR6 beta-arrestin recruitment. CHO-K1 PathHunter CXCR6 beta-arrestin, luminescence. inhibition, % at 20 µM. 360,000 compounds, 0.36% hits. AID 602244; in the data active means inhibition above about 34%, passing the limit was not always enough;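 further: antagonist mode with CXCL16 agonist at 10 nM final; 0% = 10 nM CXCL16 with DMSO and 100% = unstimulated wells without agonist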
Target sequence (O00574 whole entry, looked up): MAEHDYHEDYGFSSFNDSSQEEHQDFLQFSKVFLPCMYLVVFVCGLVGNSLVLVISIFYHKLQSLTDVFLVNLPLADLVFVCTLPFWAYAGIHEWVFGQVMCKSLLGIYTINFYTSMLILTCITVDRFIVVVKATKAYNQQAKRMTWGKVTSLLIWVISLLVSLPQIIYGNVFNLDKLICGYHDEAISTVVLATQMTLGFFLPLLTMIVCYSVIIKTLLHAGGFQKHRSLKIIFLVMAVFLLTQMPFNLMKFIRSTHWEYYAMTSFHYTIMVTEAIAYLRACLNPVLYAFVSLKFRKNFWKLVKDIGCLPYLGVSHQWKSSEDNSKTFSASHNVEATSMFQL
Mdm2 MdmX PPI – human Mdm2/MdmX binding inhibition | 330,000 compounds, 3% hits | inhibition, % at 8 µM | O15151+Q00987 | SaOS-2 split-luciferase Mdm2/MdmX complementation, luminescence;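 active means inhibition of at least 50% at 8 µM in the primary screen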
CCR6 antagonist – antagonists of human CCR6 receptor; CHO-K1 CCR6 PathHunter beta-arrestin, luminescence, CCL20-stimulated; inhibition, % at 20 µM; 340,000 compounds, 0.49% hits; AID 493098; P51684;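 active means compounds whose inhibition of the agonist-driven luminescence signal at 20 µM reaches about 50%, limit read from the data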;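 further: cells stimulated with CCL20 at 14 nM final; plate controls were DMSO with CCL20 for no effect and DMSO without agonist for full effect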
Target sequence (P51684 whole entry, looked up): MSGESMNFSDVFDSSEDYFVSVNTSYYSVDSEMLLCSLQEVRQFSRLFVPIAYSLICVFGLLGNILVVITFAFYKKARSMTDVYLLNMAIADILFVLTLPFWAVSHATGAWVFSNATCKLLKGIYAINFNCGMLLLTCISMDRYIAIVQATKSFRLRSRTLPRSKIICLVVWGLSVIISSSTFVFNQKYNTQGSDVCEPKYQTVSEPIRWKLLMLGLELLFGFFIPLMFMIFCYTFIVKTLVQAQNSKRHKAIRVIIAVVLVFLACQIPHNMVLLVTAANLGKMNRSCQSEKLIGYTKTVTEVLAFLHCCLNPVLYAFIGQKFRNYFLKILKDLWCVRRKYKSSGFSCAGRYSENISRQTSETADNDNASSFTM
An asterisk follows results filed as active. Only part of the results is shown; rates above refer to the full screens.

SMILES	EBI2 antag	UPR CHOP act	UPR XBP1 act	APJ antag	APJ ag	tim23-1 inh	CXCR6 inh	Mdm2 MdmX PPI	CCR6 antagonist
COc1ccc(N2CCN(C(=O)C3COc4ccccc4O3)CC2)cc1 (stereo not given)	11.5	0.1	-2.5	10.6	-1.6	7.4	2.3	9.5	-0.1
Cc1nn(-c2ccccc2)nc1C(=O)OCC(=O)N1CCC(C)CC1	-4.3	1.4	3.2	-3.5	-2.4	23.6	3.1	3.9	14.3
Cc1ccc(S(=O)(=O)CCC(=O)Nc2ccc3c(c2)OCO3)cc1	-4.0	-0.1	-4.1	8.8	3.9	4.9	0.1	9.8	12.2
Cc1ccc(S(=O)(=O)N2CCN(C(=O)NCc3ccc(C(=O)O)cc3)CC2)cc1	-2.5	-1.4	-0.9	16.3	1.9	-2.4	0.0	19.9	2.2
CN1C(=O)/C(=C\c2ccc(-c3ccccc3)o2)SC1=S	25.6	4.1	-0.1	-3.6	-4.8	6.3	-1.9	37.1	-3.8
O=C(O)/C=C/C(=O)Nc1ccc(S(=O)(=O)N2CCCC2)cc1	3.1	0.3	-1.8	-3.0	-1.7	24.4	-0.1	-1.3	0.4
Cc1ccc(C#CC(C)(O)C(C)(C)C)cn1 (stereo not given)	0.5	2.0	-2.7	4.6	-2.0	-0.3	-5.5	-9.2	-5.9
NC(=O)c1ccc(NC(=O)CN2CCN(C(=O)c3ccco3)CC2)cc1	1.3	4.5	-2.3	-15.6	5.7	4.2	-6.5	-4.2	2.2
COCCn1nnnc1CN1CCC(NC(=O)Nc2cccc(OC)c2)CC1	-9.7	0.2	0.6	5.9	-0.6	4.3	2.2	10.6	7.4
CSc1nc2sc3c(c2c(=O)[nH]1)CCC3	-7.0	0.1	-1.8	14.1	-1.0	2.4	7.5	0.4	-11.6
O=C(N/C(=C\c1ccc(Br)cc1)C(=O)N1CCOCC1)c1ccc(Br)o1	6.1	-0.8	-0.4	19.4	2.6	24.5	-2.3	-12.4	-1.1
Cc1oc(S(=O)(=O)N2CCCCC2)cc1NC(=O)Nc1ccc(F)cc1	3.9	0.9	-0.9	-9.9	-1.2	7.6	-2.9	11.9	9.6
COc1cc(OC)cc(C(=O)NNC(=O)c2cc3ccccc3cc2O)c1	8.7	-1.1	-0.3	2.4	-1.3	-2.7	3.8	42.7	8.6
O=C(COc1ccc(F)c(Cl)c1)N1CCCCCCC1	-19.2	3.4	-1.2	-5.3	-1.4	13.1	5.7	13.3	11.8
O=C1CN(C(=O)COC(=O)[C@@H]2CC(O)CN2S(=O)(=O)c2ccc(Cl)cc2)c2ccccc2N1 (stereo not given in full)	-5.8	-0.4	0.2	12.3	-2.8	19.5	2.6	11.9	-4.1
CCS(=O)(=O)c1ccc(O)c(NC(=O)COc2ccccc2)c1	-7.2	0.2	-0.3	13.2	-3.3	-2.8	6.1	-8.3	-2.0
COc1cc(C(=O)N=c2sc3ccccc3n2C)cc(OC)c1OC	14.1	4.5	12.8	4.4	-2.1	5.1	7.8	-20.5	-1.5
CCOc1ccc(C(=O)NCC(=O)N2CCCCCCC2)cc1OCC	-4.2	-0.7	-1.2	19.3	2.4	13.8	-1.4	-2.4	12.9
O=C1CS/C(=N/N=C/c2ccco2)N1Cc1ccc(F)cc1	20.8	0.5	3.7	-0.5	-4.7	12.3	10.9	22.5	12.5
Cc1nn(C)c(C)c1CNC(=O)Nc1cccc(Cl)c1C	-16.2	2.9	0.9	-4.2	-1.0	3.9	-1.5	-12.3	6.9

Next section; it opens with the two that closed the last part.
SMILES	EBI2 antag	UPR CHOP act	UPR XBP1 act	APJ antag	APJ ag	tim23-1 inh	CXCR6 inh	Mdm2 MdmX PPI	CCR6 antagonist
O=C1CS/C(=N/N=C/c2ccco2)N1Cc1ccc(F)cc1	20.8	0.5	3.7	-0.5	-4.7	12.3	10.9	22.5	12.5
Cc1nn(C)c(C)c1CNC(=O)Nc1cccc(Cl)c1C	-16.2	2.9	0.9	-4.2	-1.0	3.9	-1.5	-12.3	6.9
O=C1c2ccccc2C(=O)N1CCCON1C(=O)c2ccccc2C1=O	-3.1	1.0	0.7	-1.7	-5.4	1.9	-5.2	17.8	7.7
Nn1c(SCC(=O)NC(=O)NCc2ccccc2)nnc1C1CC1	7.7	-1.8	-1.2	10.8	-4.3	1.7	0.9	13.3	5.2
O=c1ccnc(Nc2ccc3c(c2)OCCO3)[nH]1	-3.0	-1.5	-6.7	4.5	-2.0	12.0	-2.2	35.1	13.2
Brc1ccccc1C1=Nn2c(nnc2-c2ccccc2)SC1	4.1	-2.2	-3.6	21.8	13.0	27.2	3.6	4.6	-13.1
O=C(NCCc1ccccc1Cl)C1CCC(=O)N(CCCc2ccccc2)C1 (stereo not given)	8.3	0.5	-5.0	17.0	-2.4	17.9	-5.5	-11.4	10.7
CCN1/C(=c2/s/c(=C3/C(=O)N(c4ccccc4)N=C3C)n(CC)c2=O)C=Cc2ccccc21	-1.4	-1.8	-2.2	10.6	-1.6	22.2	9.5	-13.4	52.2*
COC(=O)Cn1cc(/C=C/[N+](=O)[O-])c2ccccc21	-23.1	-1.3	-1.1	-3.7	-0.8	37.3	-2.4	23.4	20.6
CCOCCn1c(SCc2ccccc2)nc2c1c(=O)[nH]c(=O)n2C	7.2	0.5	0.1	9.5	-5.0	8.4	-2.5	-23.6	0.9
Cc1nnc(SCC(=O)N2N=C(c3ccc(Cl)cc3)CC2c2ccco2)[nH]c1=O (stereo not given)	-3.8	1.9	-4.3	15.1	-3.6	24.6	-2.7	-1.0	4.4
Cc1cnc(NC(=O)c2ccc(-c3ccc([N+](=O)[O-])cc3)o2)s1	-4.9	0.5	1.5	-19.7	0.6	-8.6	5.5	32.4	0.6
COc1ccc(CC(=O)N2CCN(c3ccccn3)CC2)cc1OC	-5.6	-0.8	-2.3	-2.0	-1.9	2.2	-9.7	-1.0	-10.2
Cc1[nH]nc(SCC(=O)Nc2cccc(O)c2)c1[N+](=O)[O-]	1.1	1.3	0.8	10.7	-3.1	-12.9	1.8	4.7	14.2
COc1cc(S(=O)(=O)NC2CCCC2)c(OC)cc1C	-13.9	-1.7	-3.3	2.3	-2.1	12.1	-4.4	-15.5	11.3
COCCCN1C(=O)c2ccc(C(=O)NCc3ccccn3)cc2C1=O	-12.5	-2.4	-1.0	3.4	-2.9	8.3	0.3	11.6	3.3
CC(=O)Nc1ccccc1OCC(=O)NC(C)c1ccc(F)cc1 (stereo not given)	-2.6	0.7	-0.4	-7.4	-2.2	5.8	-1.7	15.2	8.2
COc1cc(S(=O)(=O)NC2CCCCC2)ccc1F	-2.5	-0.1	-2.8	10.5	-5.3	11.1	7.2	16.5	10.3
CCCCN(CC)C(=O)Cn1ncc2c3ccccc3n(CCC)c2c1=O	1.8	-0.1	-0.9	16.3	-2.9	34.4	2.2	21.7	8.3
O=C(NNC1CC(=O)N(c2ccc(Cl)cc2)C1=O)c1ccco1 (stereo not given)	-5.1	0.2	-2.0	0.0	-3.5	-8.6	1.6	9.2	7.7
COc1cc(CN(C)Cc2cccc3ccccc23)cc([N+](=O)[O-])c1O	2.2	-0.9	-5.0	16.4	-2.8	15.1	9.5	3.2	11.7
Cc1ccc(OCCC(=O)OCC(=O)N2CCN(S(=O)(=O)c3ccc(Cl)cc3)CC2)cc1	1.6	0.9	1.1	-3.5	-2.3	15.3	1.0	24.8	-6.7
Nn1c(SCc2ccc(F)cc2)nnc1-c1ccccn1	3.2	1.4	0.1	-5.9	2.4	17.6	-6.2	-16.7	4.6
CC(C)CNS(=O)(=O)c1cc2c3c(c1)CC(=O)N3CCC2	-15.2	1.1	0.5	7.1	-1.0	-2.6	3.0	-33.0	8.4
O=C(NCCCn1ccnc1)c1nc(Cn2cc([N+](=O)[O-])cn2)no1	-3.3	0.2	6.8	-2.8	-3.6	-2.9	-2.9	5.0	-0.9
Cc1cc(C(=O)N2CCCC(N3CCN(c4ccccc4C)CC3)C2)n(C)n1 (stereo not given)	2.3	0.6	-3.3	-22.0	-4.1	19.2	1.5	8.1	-2.3
O=C(Cn1c(=O)c2cccn2c2ccccc21)Nc1cc(F)ccc1F	1.7	-1.9	-1.8	-21.6	3.2	29.7	-5.1	13.5	9.6
COc1cc(C(=O)OCC(=O)NCc2ccc(F)cc2)cc(NC(=O)c2cccs2)c1OC	8.3	-0.5	2.3	5.4	1.4	7.2	7.1	-14.9	16.7
COCCCNC(=O)/C(C#N)=C/c1cc(C)[nH]c1C	-8.5	-0.9	2.0	-2.1	0.0	0.1	-1.8	7.6	0.6
CC(=O)C(Sc1ccc2nnc(-c3ccc(C)cc3)n2n1)C(C)=O	-0.8	-0.8	-2.6	-15.9	-1.5	28.8	-1.4	11.5	13.2
Cc1cc(Cl)ccc1C(=O)C1CCCN(C(=O)c2cnn(C(C)C)c2)C1 (stereo not given)	-4.1	-1.3	-2.2	-7.7	-0.8	15.4	2.4	14.3	20.4
CC(=O)c1c(C)oc2c1cc(NS(=O)(=O)c1ccc(C(=O)O)cc1)c1ccccc12	1.8	1.7	2.6	6.1	2.1	21.9	-10.5	1.5	-10.0
CCCN(CC(=O)Nc1cc(C)on1)CC(=O)Nc1ccccc1C	0.5	-0.7	-1.4	3.0	-0.8	11.3	5.4	-20.4	14.2
COCc1cc(Sc2ccc(Cl)cc2)nc(-c2ccccc2)n1	26.8	-1.2	-0.2	-1.5	-7.0	-16.8	-0.7	8.1	11.9
C/C(=N\OCC(=O)N/N=C/c1ccc(C)cc1O)c1cccs1	4.0	1.2	-2.9	-17.2	8.8	17.8	0.4	34.6	1.0
CC(C)c1ccc(C2CC(=O)c3cnc(NC(=O)c4ccco4)nc3C2)cc1 (stereo not given)	-7.1	1.6	1.5	-3.5	-1.7	49.1	1.8	-17.9	-12.4
CCOC(=O)CN1C(=O)N(CC(=O)OCC)C(c2ccccc2)(c2ccccc2)C1=O	-4.0	1.6	-5.3	2.1	-3.1	27.0	-1.1	19.3	7.4
CCN1CCCC1CNC(=O)c1cc2c(-c3cccc(OC)c3)nn(C)c2s1 (stereo not given)	3.9	-1.8	1.9	-0.6	0.0	16.2	4.8	32.5	4.0
COC(=O)c1ccc(/C=N/NC(=O)C(=O)NCc2ccccc2)cc1	5.4	1.0	-2.7	1.0	-0.4	8.7	-11.6	14.3	-14.7
N#CCCN(C(=O)c1ccco1)c1ccccc1	-4.9	-1.7	-7.2	1.4	-1.3	5.1	-4.7	2.5	-3.1
Cn1c(=O)oc2cc(S(=O)(=O)Nc3ccccc3F)ccc21	-1.9	1.8	-2.0	10.9	-1.1	26.4	-2.9	7.9	8.3
CS(=O)(=O)c1ccc(Cl)c(NC(=O)CCCSc2ccccc2)c1	0.9	1.3	5.1	-6.3	-0.1	17.7	-5.6	14.6	11.5
